AP ELISA ortho: alternative complement pathway inhibitors, primary screen, biochemical, ELISA, human serum, orthogonally pooled compounds. LPS-coated ELISA, C3 deposition; tested in compound mixtures. inhibition, % at 5 µM. 62,000 compounds, 0.08% hits. AID 1235, 2008;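 active = inhibition above 30% in each of the two pooled mixtures holding the compound, so the lower value exceeds 30%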;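 also: 0% = serum in Mg-EGTA without compound and 100% = EDTA serum blank; some compounds past the cut are filed as inactive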
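Test system – human serum alternative complement pathway, C3 deposition on LPS-coated wells · Buffer or medium – diluted human serum in Mg2+-EGTA GVB++ · Compound dosing – 5 µM each compound, pools of ten, 50 µM per pool · Schedule – 1 h serum-compound exposure at 37 °C · Measured by – Anti-C3 ELISA, OD 450 nm · Read-out basis – percent inhibition of C3 deposition onto LPS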
Ec RNAP inh: E. coli RNAP inhibitors, biochemical | DNA-directed RNA polymerase subunit beta (Escherichia coli (strain K12)), P0A8V2 | inhibition, %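 (tested at 10 µM)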 | 62,000 compounds, 0.2% hits | E. coli RNA polymerase, fluorescence transcription assay | AID 559, 2006; in the data active = inhibition above about 20%;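 also: 0% = enzyme without compound and 100% = no enzyme blank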
CatL inh: inhibitors of human cathepsin L, biochemical; Procathepsin L (Homo sapiens), P07711; purified cathepsin L, fluorogenic substrate, fluorescence; inhibition, %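 (tested at 10 µM)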; 58,000 compounds, 0.17% hits; AID 460, 2006; in the data active = inhibition above about 45%;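 also: 0% = enzyme with no compound and 100% = no enzyme blank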
Cathepsin G inh: human cathepsin G inhibitors, primary screen, biochemical, pooled compound mixtures, AMC fluorescence | P08311 | purified enzyme, AMC-tetrapeptide fluorescence | inhibition, % at 5 µM (by protocol) | 62,000 compounds, 0.2% hits;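 active = inhibition above 20% in each of the two mixture wells holding the compound; inactive = inhibition of 20% or less in either well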;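 also: 0% = enzyme control without mixture and 100% = blank lacking enzyme; strong numbers were not always called active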
Target sequence (P08311 21-244 limits assumed): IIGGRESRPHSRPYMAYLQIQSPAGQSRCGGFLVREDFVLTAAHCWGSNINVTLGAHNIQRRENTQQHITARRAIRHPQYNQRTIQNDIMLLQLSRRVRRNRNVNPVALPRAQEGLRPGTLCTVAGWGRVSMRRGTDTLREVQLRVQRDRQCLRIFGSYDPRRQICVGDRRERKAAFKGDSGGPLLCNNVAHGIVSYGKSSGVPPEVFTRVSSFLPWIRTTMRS
CatB mix inh: cathepsin B inhibitors from pooled compounds, primary screen, biochemical, compound mixtures, AMC fluorescence. P07858. Purified cathepsin B, AMC dipeptide fluorescence. inhibition, %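 (ten-compound pools at 5 µM per compound and 50 µM total)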. 62,000 compounds, 0.06% hits; in the data active = inhibition above about 22%, passing the limit was not always enough;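 also: 0% = enzyme without compound and 100% = no enzyme blank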
FXIa inh mix: FXIa protease inhibitors in compound pools, primary screen, biochemical, 10-compound mixtures; Coagulation factor XI (Homo sapiens), P03951; purified FXIa, fluorogenic substrate, pooled mixtures; inhibition, % at 5 µM; 62,000 compounds, 0.19% hits; AID 680, 2007; in the data active = inhibition above about 20%, passing the limit was not always enough;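 also: each value is inhibition by a whole ten-compound pool holding the compound; 0% = enzyme with no mixture and 100% = wells lacking enzyme; strong numbers were not always called active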
C1s block: complement C1s protease inhibitors, primary screen, biochemical, 10-compound mixtures; purified C1s, fluorogenic AMC substrate, pooled mixtures; mean inhibition % of two 10-compound mixtures (stronger effect = higher value), % at 5 µM (by protocol); AID 538, 2006; Complement C1s subcomponent (Homo sapiens), P09871; 62,000 compounds, 0.16% hits;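 active = inhibition above 20% in each of the two 10-compound mixture wells holding the compound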;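 also: 0% = enzyme wells lacking compound mixture and 100% = no-enzyme blank wells; some compounds called inactive have numbers as strong as hits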
Target sequence (P09871 16-437 limits assumed): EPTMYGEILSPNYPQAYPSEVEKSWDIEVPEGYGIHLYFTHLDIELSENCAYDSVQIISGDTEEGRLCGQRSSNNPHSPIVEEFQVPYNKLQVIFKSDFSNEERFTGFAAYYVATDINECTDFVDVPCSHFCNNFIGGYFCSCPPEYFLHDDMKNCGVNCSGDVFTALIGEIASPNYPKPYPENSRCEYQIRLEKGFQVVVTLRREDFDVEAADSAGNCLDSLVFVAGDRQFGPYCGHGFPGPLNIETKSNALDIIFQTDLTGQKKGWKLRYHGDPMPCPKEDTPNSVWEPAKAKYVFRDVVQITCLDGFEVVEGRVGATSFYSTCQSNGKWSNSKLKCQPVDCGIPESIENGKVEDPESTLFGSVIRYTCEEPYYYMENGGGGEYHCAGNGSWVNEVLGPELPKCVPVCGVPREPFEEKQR
Target sequence (P09871 438-688 limits assumed): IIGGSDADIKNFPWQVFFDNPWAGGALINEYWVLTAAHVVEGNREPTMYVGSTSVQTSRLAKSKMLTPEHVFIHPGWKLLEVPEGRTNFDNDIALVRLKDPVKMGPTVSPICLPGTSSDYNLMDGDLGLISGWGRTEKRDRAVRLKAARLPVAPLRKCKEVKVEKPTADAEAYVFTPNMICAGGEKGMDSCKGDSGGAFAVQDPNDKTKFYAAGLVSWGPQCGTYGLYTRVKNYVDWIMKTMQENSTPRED
CatS block: inhibitors of human cathepsin S, biochemical, compound mixtures; recombinant cathepsin S, AMC dipeptide fluorescence, pooled mixtures; inhibition, %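 (tested at 5 µM per compound within 10-compound mixtures)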; 62,000 compounds, 0.06% hits; in the data active = inhibition above about 32%, passing the limit was not always enough;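 also: 0% = enzyme without compound and 100% = blank without enzyme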
CatB block: human cathepsin B inhibitors, primary screen, biochemical, fluorogenic substrate; purified cathepsin B, fluorescence; 63,000 compounds, 0.1% hits; inhibition, %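 (tested at 10 µM)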; P07858; in the data active = inhibition above about 21%;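 also: 0% = enzyme with no compound and 100% = no enzyme blank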
* = called active by the depositor; x = no result given. Some of the compounds tested, so the mix of outcomes need not match the whole.

SMILES | AP ELISA ortho | Ec RNAP inh | CatL inh | Cathepsin G inh | CatB mix inh | FXIa inh mix | C1s block | CatS block | CatB block
COc1cc2c(C(=O)N3CCN(Cc4ccc5c(c4)OCO5)CC3)cn(C)c(=O)c2cc1OC | 15 | 1 | 1 | -6 | -3 | 1 | -61 | -2 | 4
Cc1cccc(NC(=O)CCCCCN2C(=O)c3ccccc3C2=O)n1 | 17 | 10 | 6 | 11 | 6 | 6 | 8 | 11 | -4
CCn1cnc2sc(C(=O)N(Cc3ccc(N(C)C)cc3)Cc3ccco3)c(C)c2c1=O | 1 | -6 | 20 | 4 | 0 | 23* | -5 | -2 | 1
O=C(CN1CCN(c2ccc(F)cc2)CC1)OCc1ccccc1 | 3 | 10 | 10 | 12 | 9 | 4 | 15 | 12 | 1
O=C(O)c1ccc(NC(=O)c2cccs2)cc1 | 6 | 4 | 0 | 0 | 5 | 4 | -4 | -2 | -1
N#CCc1ccc(NS(=O)(=O)c2cccs2)cc1 | 31 | 0 | 1 | 6 | 3 | -2 | -6 | 4 | 0
Cc1c(NC(=O)c2cc(-c3cccs3)on2)c(=O)n(-c2ccccc2)n1C | 14 | 1 | 10 | -10 | -6 | -14 | -87 | -7 | 2
Cc1ccc(-n2nnc3c(SCC(=O)NCC4CCCO4)ncnc32)cc1 (centres undefined) | 13 | 2 | -13 | -1 | 4 | 6 | 3 | -2 | -2
CCN(CC)S(=O)(=O)c1cccc(-c2nnc(SCCOc3ccccc3)o2)c1 | -7 | -12 | -2 | -14 | 3 | 0 | -14 | -5 | 1
CCOC(=O)N1CCN(C(=O)c2cc3cc(Br)ccc3oc2=O)CC1 | 13 | -2 | -4 | 4 | -2 | 13 | -68 | -1 | 6
CCCC1C(C#N)=C(N)Oc2n[nH]c(C(C)(C)C)c21 (centres undefined) | -1 | 8 | 3 | -1 | 1 | -9 | -20 | -10 | 0
Cc1cccc(N2CCN(c3nc4ccc(Cl)cc4n4cnnc34)CC2)c1C | 16 | 8 | x | 2 | 6 | 4 | -15 | 6 | -2
O=C1c2ccccc2C(=O)N1CCc1nc(-c2ccccn2)no1 | -12 | 7 | 15 | -8 | -1 | 7 | -17 | 11 | 6
CCCc1[nH]nc2c1C(c1ccc(Br)s1)C(C#N)=C(N)O2 (centres undefined) | -6 | -4 | 0 | -1 | -6 | 7 | -36 | 3 | -5
O=C(Nc1cccc(-n2cnnn2)c1)c1ccco1 | 0 | 5 | 19 | -2 | 4 | 6 | -7 | 8 | 7
CS(=O)(=O)CCC(C(=O)N1CCOCC1)N1C(=O)c2cc(Cl)c(Cl)cc2C1=O (centres undefined) | 9 | 4 | -3 | -2 | 5 | -4 | -27 | -6 | 3
COCCNCC#CCOc1ccc(OC)cc1 | -11 | 2 | 5 | -13 | -5 | -6 | -36 | 1 | -1
C/[N+]([O-])=C1\Cc2ccccc2C1=O | 5 | 6 | -1 | -7 | 2 | -1 | -11 | -4 | 4
Cc1cc(C)nc(SCCCn2c(=O)[nH]c3ccccc32)n1 | 14 | 3 | x | -4 | 3 | 4 | -7 | 21 | 2
CCC(c1c(C)[nH]oc1=O)c1c(C)[nH]oc1=O | -1 | 6 | -2 | 1 | 2 | 5 | 2 | 2 | 1
C=CCNC(=O)C1CCN(S(=O)(=O)c2ccc(Br)cc2)CC1 | -16 | 11 | 4 | -2 | 6 | 3 | -24 | 18 | 3
CCc1nnc(NC(=O)CSc2nnc(-c3c[nH]c4ccccc34)n2CCOC)s1 | 15 | 5 | -4 | 21 | 3 | 9 | 17 | 0 | -2
COc1ccc(N2CCN(C(=O)CSc3nnc(-c4cccnc4)n3-c3ccccc3)CC2)cc1 | -6 | 10 | x | 10 | 4 | 7 | 18 | 9 | 7
COc1cc(-c2nnc(SCC(=O)OC3CCCCC3)o2)cc(OC)c1OC | 5 | 9 | x | 2 | 7 | 4 | 0 | 6 | -1
O=C(CN1C(=O)c2ccccc2C1=O)Nc1ccc2c(c1)OCO2 | 13 | 7 | -1 | 10 | 1 | 3 | 9 | -1 | x

7 entries out of the list above, sorted by the value under Cathepsin G inh, falling.
smiles | Cathepsin G inh
O=C(CN1CCN(c2ccc(F)cc2)CC1)OCc1ccccc1 | 12
COc1ccc(N2CCN(C(=O)CSc3nnc(-c4cccnc4)n3-c3ccccc3)CC2)cc1 | 10
CCC(c1c(C)[nH]oc1=O)c1c(C)[nH]oc1=O | 1
CCCc1[nH]nc2c1C(c1ccc(Br)s1)C(C#N)=C(N)O2 (centres undefined) | -1
O=C(Nc1cccc(-n2cnnn2)c1)c1ccco1 | -2
COc1cc2c(C(=O)N3CCN(Cc4ccc5c(c4)OCO5)CC3)cn(C)c(=O)c2cc1OC | -6
COCCNCC#CCOc1ccc(OC)cc1 | -13

Next part:
SMILES | AP ELISA ortho | Ec RNAP inh | CatL inh | Cathepsin G inh | CatB mix inh | FXIa inh mix | C1s block | CatS block | CatB block
Cc1ccc(S(=O)(=O)NCCCCC(NC(=O)OC(C)(C)C)C(=O)O)cc1 (centres undefined) (tested in a mixture with another compound) | 13 | 2 | 8 | 7 | 5 | 4 | 13 | -3 | -1
CCOC(=O)N1CCN(Cc2nc3c(c(=O)n(C)c(=O)n3C)n2CCCc2ccccc2)CC1 | -26 | -5 | 8 | -19 | 0 | 3 | -12 | -3 | 0
O=C(C(Cc1ccccc1)n1cccc1)N1CCN(c2ncccn2)CC1 (centres undefined) | 11 | 6 | x | 9 | 0 | 12 | 3 | -1 | 0
CC(C)(C)Nc1c(N)c(=O)oc2ccccc12 | 5 | 8 | 0 | -3 | 2 | 1 | 2 | -5 | 3
CCn1cc(C2=NOC(C(=O)Nc3ccc4c(c3)OCO4)C2)c(C)n1 (centres undefined) | 11 | 1 | 4 | 7 | 2 | 8 | 11 | 6 | 3
CCOC(=O)c1sc(NC(=O)c2cc3c(C)nn(-c4ccccc4)c3s2)nc1C | 18 | 9 | -8 | 8 | 3 | 2 | -9 | 1 | 1
CCOC(=O)C1=C(C)N=C2SCCC(=O)N2C1c1ccc(C(=O)OC)cc1 (centres undefined) | 11 | 5 | 3 | -6 | -1 | -1 | -22 | -5 | -3
c1cc(-c2nc3cc(Cc4ccc5oc(-c6ccncc6)nc5c4)ccc3o2)ccn1 | 6 | 4 | -5 | -1 | 6 | 6 | 3 | -1 | -3
Cc1ccc(CN2C(=O)CCC2C(=O)NC2CC2)cc1 (centres undefined) | 10 | 3 | -2 | -3 | 2 | -2 | -5 | -2 | 0
CC(=O)Nc1ccc(NC(C)=O)s1 | 6 | x | 12 | 11 | 6 | 7 | 56* | 18 | 5
O=C(Oc1ccccc1C(=O)N1CCOCC1)c1ccc(Br)cc1 | -5 | 10 | 36 | 6 | 0 | 2 | 8 | 12 | 0
O=C(COC(=O)CCCNC(=O)c1ccc(Cl)cc1)NC1CC1 | -2 | 14 | 12 | -1 | 3 | 10 | -11 | 11 | 5
COc1ccccc1-c1cc(C(=O)NCc2ccc(Cl)cc2)no1 | 7 | 4 | 7 | 46* | 6 | 3 | -10 | 11 | -2
CCc1ccc(C2CC(c3ccc(Cl)cc3)n3nc(N)nc3N2)cc1 (centres undefined) | 13 | 3 | 14 | 7 | 1 | 9 | 10 | -5 | 3
CS(=O)(=O)Nc1cccc(C(=O)CC2(O)C(=O)Nc3ccc(Br)cc32)c1 (centres undefined) | 24 | -12 | -6 | -2 | -1 | 9 | 2 | -18 | 4
COc1cccc2c(=O)c(C(=O)NCc3cccs3)c[nH]c12 | 3 | 5 | 2 | 12 | 3 | 3 | 11 | 15 | 7
O=C(NCCC1=CCCCC1)C1CCN(S(=O)(=O)c2cccc3cccnc23)CC1 | 16 | 3 | 0 | 6 | 4 | -1 | -37 | -11 | 3
O=S(=O)(c1ccc(C2CCCCC2)cc1)N1CCN(c2ncccn2)CC1 | 10 | 6 | -5 | 0 | 6 | 10 | 5 | -1 | -2
COC(=O)c1cc(/C=C/c2ccccc2)on1 | 11 | 7 | -5 | -1 | 3 | -1 | -21 | 0 | 3
O=C(CCc1nc2ccccc2c(=O)[nH]1)NC1CCN(Cc2ccccc2)CC1 | 20 | x | 3 | 3 | -3 | 2 | -5 | 12 | -1
Cn1c(SCc2nc3ccccc3[nH]2)nnc1-c1cccs1 | 9 | 5 | 9 | 9 | -1 | 6 | 14 | 2 | 4
O=C(c1cccc(C(=O)N2CCc3ccccc32)n1)N1CCc2ccccc21 | 4 | 6 | 22 | 8 | 0 | -2 | 2 | 1 | 4
Cc1c(NC(=O)c2cccc(S(=O)(=O)N3CCOCC3)c2)c(=O)n(-c2ccccc2)n1C | 21 | 0 | -1 | 7 | 2 | 0 | -4 | 0 | 6
CC(C)(C)NC(=O)COC(=O)c1ccc(S(=O)(=O)N2CCCCCC2)cc1 | -2 | 5 | 9 | 4 | -4 | -6 | -24 | 2 | 2
c1ccc(-n2ncc3c(NCCN4CCOCC4)ncnc32)cc1 | 14 | 8 | -3 | 12 | 4 | 0 | 15 | 6 | 2
CCOC(=O)c1c(N)sc(C(=O)N2CCCC(C(N)=O)C2)c1C (centres undefined) | 16 | 2 | -8 | 38 | 4 | 3 | 42 | -5 | -2
CCc1ccc(OCC(=O)N(C)CCC#N)c(Br)c1 | 5 | 11 | -9 | 10 | 3 | 7 | 8 | -1 | 1
COc1ccccc1C(=O)N1CCN(c2cccc(Cl)c2)CC1 | 15 | 4 | -3 | -1 | -2 | -7 | -72 | -5 | -1
CCCn1nnc(NC(=O)c2ccc(Br)cc2)n1 | -16 | 7 | 6 | -3 | 2 | 4 | -6 | 6 | 6
CCc1cc(C(=O)c2ccccc2OC)c(N)s1 | -5 | 7 | x | 2 | 3 | 4 | 3 | -2 | 0

At a glance, some entries already given.
SMILES | AP ELISA ortho | Ec RNAP inh | CatL inh | Cathepsin G inh | CatB mix inh | FXIa inh mix | C1s block | CatS block | CatB block
CCCn1nnc(NC(=O)c2ccc(Br)cc2)n1 | -16 | 7 | 6 | -3 | 2 | 4 | -6 | 6 | 6
CCc1cc(C(=O)c2ccccc2OC)c(N)s1 | -5 | 7 | x | 2 | 3 | 4 | 3 | -2 | 0

Some of these compounds in order of formula weight, lowest first.
SMILES | AP ELISA ortho | Ec RNAP inh | CatL inh | Cathepsin G inh | CatB mix inh | FXIa inh mix | C1s block | CatS block | CatB block
c1ccc(-n2ncc3c(NCCN4CCOCC4)ncnc32)cc1 | 14 | 8 | -3 | 12 | 4 | 0 | 15 | 6 | 2
O=C(COC(=O)CCCNC(=O)c1ccc(Cl)cc1)NC1CC1 | -2 | 14 | 12 | -1 | 3 | 10 | -11 | 11 | 5
CCn1cc(C2=NOC(C(=O)Nc3ccc4c(c3)OCO4)C2)c(C)n1 (centres undefined) | 11 | 1 | 4 | 7 | 2 | 8 | 11 | 6 | 3

Compound activity as filed in PubChem.
